Screening results: PubChem BioAssay, National Center for Advancing Translational Sciences (NCATS)
GLP-1R agonist: GLP-1 receptor (human) agonism; P43220; HEK293 GLP-1R CRE-luciferase, luminescence, 4-6 h; cells express a hypersensitive GLP-1R form; Potency, µM (series often up to 45.6 µM), inactives show top-dose activation, hits mostly activators; 380,000 tested, 0.007% active; also: potency is read from the fitted curve at half-maximal effect; % of control where 0% means no effect
PLK1 PBD inh: inhibitors of human PLK1 polo-box domain binding; P53350; Plk1 PBD binding of FITC phosphopeptide, fluorescence polarization; Potency, µM, without a hit: max response, negative = inhibition, hits mostly inhibitors; 360,000 tested, 2.8% active; AID 720504; also: potency is read from the fitted curve at half-maximal effect; series mostly up to about 57 µM; % is scaled to controls: 0 for no effect and ±100 for the full control effect; nearly all actives have a fitted effect of over 65% in size
PI5P4K alpha inh: PI5P4K alpha (human) kinase inhibition; PI5P4Kalpha enzyme, ADP-Glo luminescence, 60 min; active compounds read low; P48426; 330,000 tested, 1.2% active; max response, %; active = max response of -50% or lower; inconclusive = between -30% and -50%; inactive = -30% or higher; also: value at the top dose of about 77 µM; % is scaled to controls: 0 for no effect and ±100 for the full control effect
Target sequence (P48426 whole entry, looked up): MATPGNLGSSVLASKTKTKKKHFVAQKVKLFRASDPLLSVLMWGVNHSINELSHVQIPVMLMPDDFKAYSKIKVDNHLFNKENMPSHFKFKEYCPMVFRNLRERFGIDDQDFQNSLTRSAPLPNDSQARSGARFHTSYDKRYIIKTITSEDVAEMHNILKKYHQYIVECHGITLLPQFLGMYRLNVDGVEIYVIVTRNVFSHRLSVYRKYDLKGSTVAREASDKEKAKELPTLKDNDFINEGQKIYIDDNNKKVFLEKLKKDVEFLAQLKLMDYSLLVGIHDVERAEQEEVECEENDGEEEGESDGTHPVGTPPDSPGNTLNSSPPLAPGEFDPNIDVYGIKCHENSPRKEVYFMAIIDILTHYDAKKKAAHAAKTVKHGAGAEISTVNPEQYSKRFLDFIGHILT
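Quantitative HTS of the MLSMR library against PI5P4Kalpha with substrate. ATP added last at 5 microM final; room temperature, 60 minutes. Remaining ATP depleted, ADP converted and read as luminescence.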
PTHR1 agonist: agonists of human PTHR1 parathyroid hormone receptor; Q03431; HEK293 GP2 PTHR1 cells, GloSensor cAMP luminescence, 1 h; Potency, µM (top dose mostly 115 µM), without a hit: top-dose activation, actives largely listed as activators; 410,000 tested, 0.075% active; also: potency is read from the fitted curve at half-maximal effect; nearly all actives have a fitted effect of over 55% in size; some results filed as inactive show a strong effect at the top dose; inactives centre near -15; many of its hits are not listed in these tables
Target sequence (Q03431 whole entry, looked up): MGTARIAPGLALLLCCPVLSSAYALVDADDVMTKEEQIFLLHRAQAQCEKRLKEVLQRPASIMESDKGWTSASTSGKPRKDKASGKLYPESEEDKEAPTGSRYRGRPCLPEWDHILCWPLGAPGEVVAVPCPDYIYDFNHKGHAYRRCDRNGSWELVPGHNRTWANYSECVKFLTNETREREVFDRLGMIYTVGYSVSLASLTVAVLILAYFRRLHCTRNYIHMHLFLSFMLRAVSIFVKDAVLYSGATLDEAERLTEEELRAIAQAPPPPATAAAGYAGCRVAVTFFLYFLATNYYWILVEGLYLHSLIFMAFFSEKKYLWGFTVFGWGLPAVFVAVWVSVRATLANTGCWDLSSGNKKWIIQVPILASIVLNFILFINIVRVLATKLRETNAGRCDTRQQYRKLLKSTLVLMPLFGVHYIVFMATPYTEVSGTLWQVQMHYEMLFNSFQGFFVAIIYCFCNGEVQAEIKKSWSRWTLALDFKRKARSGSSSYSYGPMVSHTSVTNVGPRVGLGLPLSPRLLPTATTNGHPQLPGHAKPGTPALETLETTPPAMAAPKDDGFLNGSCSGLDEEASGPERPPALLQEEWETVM
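HEK-293-derived GP2 cells expressing PTHR1 and a GloSensor cAMP reporter, 3,000/well, plated overnight, given luciferin plus IBMX (each 0.5 mM as added) for 1 h at 37 °C, then compound for 1 h at 37 °C. Luminescence was read after 15 min at room temperature.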
GLP1R cytotox: cytotoxicity in counter-screen for GLP-1R inverse agonists; HEK293 cAMP-luciferase reporter cells, luminescence, 24 h; Potency, µM (titrated, usually from 38.3 µM), for inactives: top-dose activity change, negative = inhibition, actives largely listed as inhibitors; 410,000 tested, 0.13% active;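 also: loss of luciferase light is scored as toxicity; potency is read from the fitted curve at half-maximal effect; % is scaled to controls: 0 for no effect and ±100 for the full control effect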
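Quantitative HTS format, 1536 wells, 200 cells/uL seeded. Compounds: 23 nL, 24 h, 37 °C. Detection: luciferase reagent, luminescence at 12 min RT; decreased signal taken as cytotoxic.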
EPAC1 ag: activates human EPAC1 exchange factor; Potency, µM (doses to about 154 µM), without a hit: top-dose activation, actives largely listed as activators; EPAC1 agonist qHTS, biochemical assay; response scale: 100% = response to 6.5 mM cAMP; 360,000 tested, 0.073% active; O95398; also: potency is read from the fitted curve at half-maximal effect; nearly all actives have a fitted effect of over 60% in size
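Nucleotide exchange assay: 100 nM EPAC1 with 250 nM Rap1B loaded with BODIPY-GDP and 50 uM GDP, room temperature. Fluorescence (480/540 nm) read every 5 min for 30 min; signal change normalized to 6.5 mM cAMP as full agonist.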
EPAC1 antagonist: EPAC1 (human) antagonism; EPAC1 GEF assay, Rap1b-BODIPY-GDP exchange fluorescence; Potency, µM (titrated, usually from 115 µM), for inactives: top-dose activity change, negative = inhibition, usual class: inhibitors; 360,000 tested, 0.14% active;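 also: potency is read from the fitted curve at half-maximal effect; plate controls were vehicle for no effect and positive control for full effect; nearly all actives have a fitted effect of over 50% in size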
GLP1R inv ag: acts as inverse agonist at human GLP-1 receptor; HEK293 GLP-1R CRE-luciferase, luminescence, 24 h; GLP-1R form is constitutively active; Potency, µM (highest dose often 38.3 µM), without a hit: at the highest dose activity change, negative = inhibition, actives largely listed as inhibitors; 410,000 tested, 1.6% active; also: potency is read from the fitted curve at half-maximal effect; % is scaled to controls: 0 for no effect and ±100 for the full control effect; nearly all actives have a fitted effect of over 55% in size
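Luminescence readout: a drop in cAMP-driven luciferase signal flags inverse agonism at a constitutively active GLP-1R stably expressed in HEK293. Compound exposure lasted 24 hr at 37 deg C, 5% CO2.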
IL2 activator: activators of IL-2; 360,000 tested, 0.065% active; activation, % (series mostly up to about 46 µM); IL-2 activation reporter assay, cell-based qHTS; stimulated with anti-CD3/CD4/CD28 beads; in transgenic mouse T cells; AID 652025; in the data active = activation above about 50%; inconclusive = mostly about 30% to 49%; also: 0% is about no effect
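Screening format: compound pinned onto unstimulated transgenic mouse T cells, 60 min incubation, then anti-CD3/anti-CD4/anti-CD28 bead stimulation for 18 hours at 37 degrees C, followed by EGFP and DsRed detection.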
* marks the source's active call; other numbers are inactive results; i = inactive; ? = inconclusive; . = no result given; & = joins results of further samples; [ ] = dose if it differs, or a comment. Unless noted, calls follow the shape of the dose curve; as a rule, active = well fitted curve in the direction sought with a large enough effect; inconclusive = small, poorly fitted or top-dose-only effect, or another doubt; inactive = no such curve, though single readings can be large; an effect the other way counts as inactive or inconclusive. An excerpt; rates above refer to the full screens.

Structure	IL2 activator	PLK1 PBD inh	PTHR1 agonist	EPAC1 antagonist	PI5P4K alpha inh	GLP1R inv ag	GLP-1R agonist	EPAC1 ag	GLP1R cytotox
Fc1cccc(-c2cncc(N3CCN(CCN4CCCC4)CC3)n2)c1	0.2	1%	i	-1%	20	?	-5%	1%	-2%
CCN1C(=O)CSC1=Nc1ccccc1Cl	-1.3	-6%	i	-2%	9	25%	0%	8%	15%
COc1cc(OC)cc(-c2cc3nc4c(c(N5CCN(c6ncccn6)CC5)n3n2)CCCC4)c1	-1.0	1%	i	0%	.	215%[activator]	28%	3%	-13%
O=C1C=C(c2ccc(C(=O)O)cc2)C[C@@H](c2ccc3c(c2)OCO3)C1	1.5	-21%	?	-23%	?	65%[activator]	8%	-8%	1%
O=C(Nc1ccccc1OC(F)F)c1oc2ccccc2c1COc1ccccc1	-0.5	-4%	-13%	-15%	18	9%	-2%	8%	60%[activator]
O=C(O)[C@]1(S(=O)(=O)c2ccccc2)C[C@@H]2ON=C(c3cccc(Br)c3)[C@@H]2C1	-1.9	-9%	-12%	17%	-4	5%	-2%	4%	2%
CC(=O)N1CCCc2cc(S(=O)(=O)CCC(=O)N3CCN(c4cccc(C)c4)C(C)C3)ccc21 (stereo not drawn)	-0.3	-18%	-26%	3%	3	-7%	0%	-12%	-2%
NC(=O)CSc1ccc(Br)cc1	0.8	?	i	8%	-14	9%	13%	-9%	-7%
CN(C)c1nc(NCc2ccccc2)nc(Oc2ccc(=O)[nH]n2)n1	0.7	-2%	i	7%	1	5%	0%	4%	-10%
CC(C)(C)NC(=O)NC(=O)CN1c2cccc3cccc(c23)S1(=O)=O	1.9	-5%	i	0%	-4	-20%	13%	-3%	6%
COc1ccc(C(C(=O)NC2CCCC2)n2c(CSCCOc3ccccc3)nc3ccccc32)cc1 (stereo not drawn)	0.4	-3%	-18%	-9%	-8	-8%	.	-8%	4%
Cc1c(C(=O)O)oc2ccc(S(=O)(=O)N3CCCCC3C(=O)O)cc12 (stereo not drawn)	-2.3	1%	-4%	0%	?	4%	-1%	-10%	9%
Cc1ccc(C(=O)NCC(=O)N2CCN(c3ncccn3)CC2)s1	-0.5	-2%	-2%[57.5 µM]	16%	2	32%[activator]	-12%	7%	5%
COc1ccc(C(=O)N2CCN(c3cccc(C)c3C)CC2)cc1S(=O)(=O)NC1CC1	1.5	-10%	-39%[inhibitor]	-16%	-4	?	-1%	10%	-14%
CN(CC(=O)NCCCN1CCOCC1)S(=O)(=O)c1ccc(F)cc1	-1.4	1%	-13%	-15%	0	9%	0%	7%	0%
CC(C)COn1c(=S)[nH]c2ccccc2c1=O	-2.6	-7%	-8%[57.5 µM]	2%	.	0%	-7%	7%	-10%
CCn1c2ccccc2c2cc(NC(=O)C(C)OC(=O)c3ccc(NC(=O)CC#N)cc3)ccc21 (stereo not drawn)	-0.9	3%	-14%	-4%	0	?	-5%	-15%	-25%
O=C(NC(=S)NN1CCCCC1c1cccnc1)c1ccc(Cl)cc1Cl (stereo not drawn)	0.4	-14%	i	-13%	-6	?	8%	6%	?
COc1cccc(NC(=S)Nc2cc(C(=O)O)ccc2N2CC3CC(C2)c2cccc(=O)n2C3)c1 (stereo not drawn)	0.8	-27%	i	-7%	-9	-3%	9%	17%	-8%
O=C1CCCC(O)=C1C=Nc1ccc(O)cc1	-0.1	-7%	13%[57.5 µM]	1%	-3	14%	20%	4%	1%
CCC(C)OC(=O)C1C(c2ccccc2)C(C(=O)O)C1c1ccccc1 (stereo not drawn)	-3.1	-7%	-25%	0%	.	?	11%	-9%	-15%
CCOC(=O)/C=c1\sc2n(c1=O)CCN=2	0.8	-8%	i	-3%	.	3%	-22%	-1%	-5%
COc1cccc(CNC(=O)c2ccc3c(Cl)c4c(nc3c2)CCCC4)c1	.	.	10%	.	.	?	-2%	.	-11%
CN(Cc1ccc(F)cc1)C(=O)CNC(=O)c1cccs1	0.3	5%	i	-19%	-3	13%	-8%	6%	-15%
CC1C/C(=N/Nc2ccc([N+](=O)[O-])cc2[N+](=O)[O-])CC(C)(C)C1 (stereo not drawn)	-0.4	-1%	-13%[57.5 µM]	7%	9	-18%	-1%	1%	-4%
CCCCCC/C(C=O)=C\c1ccccc1	0.1	-12%	-13%	11%	7	8%	4%	-3%	-4%
CCSc1nnc(SCC(=O)NNC(=O)c2ccccc2F)s1	0.8	-4%	21%	3%	-7	-1%	-3%	-11%	-8%
COc1ccccc1CN=C1Nc2ccccc2CS1	0.3	-25%	i	-23%	-6	6%	10%	9%	-3%
Cc1nnsc1C(=O)NNC(=O)Nc1ccccc1	1.3	7%	-27%	-3%	6	23%	-1%	-1%	5%
Cc1ccccc1N1CCN(C2CCCN(C(=O)c3noc4c3CCCC4)C2)CC1 (stereo not drawn)	-5.4	1%	-9%	-6%	2	?	5%	4%	4%

One compound at a time, from the list above:
COc1cc(OC)cc(-c2cc3nc4c(c(N5CCN(c6ncccn6)CC5)n3n2)CCCC4)c1 reads IL2 activator: -1.0; PLK1 PBD inh: 1%; PTHR1 agonist: i; EPAC1 antagonist: 0%; PI5P4K alpha inh: .; GLP1R inv ag: 215%[activator]; GLP-1R agonist: 28%; EPAC1 ag: 3%; GLP1R cytotox: -13%
COc1cccc(CNC(=O)c2ccc3c(Cl)c4c(nc3c2)CCCC4)c1 reads IL2 activator: .; PLK1 PBD inh: .; PTHR1 agonist: 10%; EPAC1 antagonist: .; PI5P4K alpha inh: .; GLP1R inv ag: ?; GLP-1R agonist: -2%; EPAC1 ag: .; GLP1R cytotox: -11%

Continued:
Structure	IL2 activator	PLK1 PBD inh	PTHR1 agonist	EPAC1 antagonist	PI5P4K alpha inh	GLP1R inv ag	GLP-1R agonist	EPAC1 ag	GLP1R cytotox
CC(CC(=O)Nc1cccc(S(=O)(=O)N2CCCCC2)c1)c1ccccc1 (stereo not drawn)	0.7	4%	-51%[inhibitor]	1%	0	?	1%	14%	-6%
Cc1nn(C)c(C(=O)N/N=C/c2ccccc2)c1[N+](=O)[O-]	-0.7	-2%	-5%[57.5 µM]	-6%	-7	0%	1%	-8%	-7%
O=S(=O)(c1ccccc1)N1CCN(Cc2cccc(Br)c2)CC1	1.0	2%	i	5%	-3	?	1%	13%	4%
COc1ccc(CNC(=S)Nc2cc(C)ccc2C)cc1	-0.2	?	-12%[57.5 µM]	-7%	-8	?	0%	8%	-22%
Nc1ccn([C@@H]2O[C@H](C(=O)N3CCN(Cc4ccccn4)CC3)[C@@H](O)[C@H]2O)c(=O)n1	1.4	-9%	i	-2%	2	0%	0%	-1%	4%
COc1ccc([C@H]2CC(=O)C=C(c3ccc(SC)cc3)C2)cc1	0.1	2%	i	-2%	1	5%	-2%	6%	-1%
O=C(CSc1nc2ccccc2o1)Nc1ccccc1N1CCCCCC1	-2.4	-8%	-23%	-3%	9	0%	8%	17%	2%
COCCNC(=O)CCCn1c(=O)c2ccccc2n(CC(=O)NCCC2=CCCCC2)c1=O	0.6	-25%	i	-24%	-3	7%	1%	4%	13%
Cc1cc(S(=O)(=O)N2CCOCC2)ccc1OCC(=O)Nc1ccc(F)cc1F	0.9	-12%	-24%	15%	5	-11%	-3%	-8%	7%
CCCc1c(C(=O)N/N=C/c2ccc(-c3ccccc3)cc2)nnn1-c1nonc1N	-2.3	-2%	-20%	4%	-17	3%	2%	-4%	-8%
CCN(c1cccc(C)c1)S(=O)(=O)c1ccc2c3c(cccc13)C(=O)N2	-3.4	-8%	-37%[inhibitor]	-4%	0	31%[activator]	3%	13%	28%
CC(=O)OCC(=O)C1(O)CCC2C3CC(F)C4=CC(=O)CCC4(C)C3C(O)CC21C (stereo not drawn)	-0.6	0%	-4%	-20%	-1	-25%	0%	-2%	-4%
COc1cccc(Cn2c(C(C)n3c(-c4cnccn4)nc4ccccc43)nc3ccccc32)c1 (stereo not drawn)	-0.4	-11%	-12%	-10%	4	?	.	6%	?
Cc1noc(C)c1S(=O)(=O)N(CC(=O)NCc1ccccc1)c1ccc(C(C)C)cc1	0.2	-12%	-16%&-29%	-19%	4	-1%&-9%	-2%&0%	-5%	-14%&1%
CSc1nc(C)cc(OCCO)n1	-1.0	-26%	i	4%	-7	9%	-8%	-1%	-8%
COc1ccccc1N1CCN(CCC(=O)Nc2ccc(F)cc2)CC1	0.0	-3%	-13%	-1%	0	-31%	3%	0%	8%
CCOC(=O)c1ccc(-n2c(CN3CCN(CC)CC3)nc3ccc([N+](=O)[O-])cc3c2=O)cc1	-0.7	-9%	24%	17%	2	8%	-1%	-9%	-12%
CCOC(CCNC(=O)c1cc(-c2cccs2)nc2ccccc12)OCC	-2.8	5%	-6%	5%	-7	-1%	1%	-6%	-24%
COc1ccc(/C=C\C(=O)O[C@@H]2C(O)C(O[C@@H]3OC(C)[C@H](O[C@@H]4OCC(O[C@H]5O[C@H](CO)[C@@H](O)C(O)C5O)C(O)C4O)C(O)C3O)[C@H](OC(=O)[C@]34CCC(C)(C)C[C@@H]3C3=CCC5[C@@]6(C)CC(O)C(O[C@@H]7OC(CO)C(O)[C@H](O)[C@H]7O)[C@@](C)(C(=O)O)C6CC[C@@]5(C)[C@]3(CO)CC4)O[C@H]2C)cc1 (stereo partly drawn)	-0.9	-14%	i	-14%	-6	?	0%	-19%	?
CCCS(=O)(=O)N1CCCC(C(=O)Oc2ccc(Cl)cc2)C1 (stereo not drawn)	-0.8	-14%	i	-20%	-3	2%	-6%	4%	21%
COc1cccc(OCc2nnc3n2N=C(c2ccccc2)C(CC(=O)O)S3)c1 (stereo not drawn)	-0.4	-12%	-5%	6%	1	-7%	4%	6%	-5%
O=C1CSC(=S)N1/N=C/c1c(F)cccc1F	-0.1	?	i	5%	-29	-5%	0%	11%	3%
CC(NC(=O)COC(=O)Cc1cccs1)c1ccc(F)cc1 (stereo not drawn)	1.1	-3%	i	-5%	-16	14%	-4%	5%	0%
